Assay outcomes deposited in PubChem by National Center for Advancing Translational Sciences (NCATS).
TDP1 cell CPT: growth inhibition of DT40 Tdp1-/-;hTDP1 cells with camptothecin (screen for TDP1 inhibitors). 420,000 tested, 12% active. AID 686979. Potency, µM (highest dose often 46.2 µM), without a hit: at the highest dose activity change, negative = growth inhibition, usual class: inhibitors. chicken DT40 Tdp1-/-;hTDP1 cells + 20 nM CPT, ATP luminescence, 48 h; further: nearly all actives have a fitted effect of over 55% in size
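Chicken DT40 Tdp1-/- cells complemented with human TDP1, 400 cells/well, exposed to compounds plus 20 nM camptothecin for at least 48 h at 37 C; viability read as ATP content by CellTiter-Glo luminescence.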
N370S GC mod: inhibitors or activators of N370S glucocerebrosidase for Gaucher disease; 330,000 tested, 0.092% active; P04062; N370S GC spleen homogenate, 4MU-glucoside fluorescence; Potency, µM (titrated, usually from 59.4 µM), for inactives: top-dose activity change, negative = inhibition, actives largely listed as inhibitors;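 further: 0% = full enzyme activity and -100% = no enzyme basal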
FEN1 inhibitor: inhibitors of human flap endonuclease 1; Potency, µM (titrated, usually from 114 µM), for inactives: at the highest dose activity change, negative = inhibition, hits mostly inhibitors; Recombinant FEN1 flap cleavage, fluorescence, 15 min; P39748; AID 588795; 390,000 tested, 0.35% active; further: nearly all actives have a fitted effect of over 65% in size
Target sequence (P39748 whole entry, looked up): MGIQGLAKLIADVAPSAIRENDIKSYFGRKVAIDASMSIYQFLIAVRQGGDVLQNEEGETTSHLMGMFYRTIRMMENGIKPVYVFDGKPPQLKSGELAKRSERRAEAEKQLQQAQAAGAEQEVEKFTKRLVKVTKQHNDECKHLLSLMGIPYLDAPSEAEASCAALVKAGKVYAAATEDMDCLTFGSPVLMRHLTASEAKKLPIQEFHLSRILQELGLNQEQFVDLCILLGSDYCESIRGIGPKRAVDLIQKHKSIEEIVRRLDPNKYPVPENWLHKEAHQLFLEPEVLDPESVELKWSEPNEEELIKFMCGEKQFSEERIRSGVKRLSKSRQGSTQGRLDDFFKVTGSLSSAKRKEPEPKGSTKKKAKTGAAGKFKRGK
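Compounds are tested as a concentration series against 10 nM FEN1; after a 15 min room-temperature preincubation, 50 nM substrate starts cleavage, with plate reads at 0 and 15 min. Normalized responses are fitted by a Hill equation.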
An asterisk follows results filed as active; ? = inconclusive; / = not tested or not shown; & = joins results of further samples. The call rests on the fitted dose curve; in most records, active means well fitted curve in the direction sought with a large enough effect; inconclusive means small, poorly fitted or top-dose-only effect, or another doubt; inactive means no such curve, though single readings can be large; an effect the other way counts as inactive or inconclusive. Unless noted, on the % scale 0 is the no-effect control and ±100 the full control effect; potency means the concentration at half of the fitted maximal effect. A portion of the library, so the mix of outcomes need not match the whole.

#1 c1ccc(CCNc2ccnc3cc4ccccc4cc23)cc1
#2 CC(C)N=c1c([N+](=O)[O-])nn(C)n1O
#3 CC(C)N(C(=O)COC(=O)c1ccc([N+](=O)[O-])cc1)c1ccccc1
#4 CN(C)S(=O)(=O)c1ccc(NC(=O)COc2cccc3c2OC(C)(C)C3)cc1
#5 O=C(CN1C(=O)COc2ccc(Cl)cc21)NC1CC1
#6 COc1ccc(N2CC(C(=O)Nc3nc4ccc(S(C)(=O)=O)cc4s3)CC2=O)cc1 (stereo unspecified)
#7 OCCN1CCN(CC(O)COc2ccc(-c3ccccc3)cc2)CC1 (stereo unspecified)
#8 O=C(CN1C(=O)c2ccc([N+](=O)[O-])cc2C1=O)Nc1cc(S(=O)(=O)N2CCOCC2)ccc1Cl
#9 CC1(C)CC(=O)C(C=Nc2ccc(O)c(N=CC3=C(O)CC(C)(C)CC3=O)c2)=C(O)C1
#10 O=C(COC(=O)c1ccc2c(c1)C(=O)N(Cc1ccncc1)C2=O)Nc1cccc2ccccc12
screen / no. | 1 | 2 | 3 | 4 | 5 | 6 | 7 | 8 | 9 | 10
TDP1 cell CPT | 5.8µM* | -4% | -8% | 21µM* | 9% | 7% | ? | -10% | 16µM* | -12%
N370S GC mod | 9% | -1% | 1% | 14% | -9% | 1% | -6% | -9% | 2% | -5%
FEN1 inhibitor | 50µM* | 13% | 0% | 4% | 17% | 0% | -13% | 31% | -18% | -16%

#11 CC(NC(=O)c1cccnc1)C(c1cccs1)N1CCN(c2ccccc2F)CC1 (stereo unspecified)
#12 COc1ccc([C@@H]2[C@@H]3C(=O)N(C(C)(C)C)C(=O)[C@@H]3[C@]3(CC(C)C)C(=O)N(c4ccccc4)C(=O)N23)cc1
#13 CC1Cc2cc(/C(O)=C3/C(=O)C(=O)N(CCCn4ccnc4)C3c3ccc([N+](=O)[O-])cc3)ccc2O1 (stereo unspecified)
#14 O=C(Nc1ccc(C2CCCCC2)cc1)C1CCN(c2ncccn2)CC1
#15 N=c1nc2n(cc1F)C1OC(CO)C(O)C1O2 (stereo unspecified)
#16 CCN(CC)CCn1c(=N)n(CC(=O)c2ccc(Br)s2)c2ccccc21
#17 COc1cccc(-n2c(SCC(=O)Nc3cc(C)ccc3C)nc3c(oc4ccccc43)c2=O)c1
#18 CN(C)C(=O)Cn1cnc2c(cnn2-c2ccc(F)cc2)c1=O
#19 O=C(O)CSc1ncnc2sc3c(c12)CCC3
#20 O=Cc1c(-c2ccc(F)cc2)nc2ccccn12
screen / no. | 11 | 12 | 13 | 14 | 15 | 16 | 17 | 18 | 19 | 20
TDP1 cell CPT | 23µM* | -7% | 9% | -9% | 0.13µM* | 5.8µM* | ? | 0% | ? | 16%
N370S GC mod | -8% | 3% | / | 25% | / | -3% | / | -8% | 8% | 4%
FEN1 inhibitor | -1% | -21% | -15% | -11% | -2% | 1% | -6% | -2% | 4% | -2%

#21 CCCCNCCCOc1cc(Cl)ccc1Cl
#22 CCCCn1nc(NC(=O)CC)c2cc3cc(OC)ccc3nc21
#23 COc1ccc(C(=O)O)cc1S(=O)(=O)Nc1ccc(C)cc1
#24 Cc1c(C(=O)NNS(=O)(=O)c2ccccc2)sc(=S)n1C
#25 COc1ccc(CCNC(=O)c2sc3cc(C)ccc3c2Cl)cc1
#26 C/C(=N\NC(N)=O)c1cccc(Cl)c1
#27 Cc1ccc([N+](=O)[O-])cc1NC(=S)NC(=O)CC(C)(C)C
#28 O=S(=O)(c1cc(Cl)ccc1Cl)N1CCN2CCCC2C1 (stereo unspecified)
#29 O=c1[nH]c2ccccc2nc1NCCN1CCOCC1
#30 Cc1cccc(Nc2nc(N)nc(CCl)n2)c1C
screen / no. | 21 | 22 | 23 | 24 | 25 | 26 | 27 | 28 | 29 | 30
TDP1 cell CPT | ? | ? | 4% | 0% | ? | ? | -24% | 4% | -2% | 10µM*
N370S GC mod | / | -7% | 6% | 12% | 8% | 2% | 1% | 3% | -1% | -1%
FEN1 inhibitor | 3% | -21% | -1% | -1% | 6% | -1% | -21% | -16% | -5% | -2%

#31 O=C(CN1CCN(Cc2ccc3c(c2)OCO3)CC1)Nc1cc(S(=O)(=O)N2CCCC2)ccc1Cl
#32 CSc1sc(-c2ccnc(=S)[nH]2)c(-c2ccccc2)c1C#N
#33 COCCN1C(=O)c2cc(C(=O)Nc3cccc(F)c3)ccc2C1Nc1cccc(F)c1 (stereo unspecified)
#34 O=C(Cn1cc([N+](=O)[O-])cn1)N1CCc2ccccc2C1
#35 COCc1cc(C)nc2sc3c(=O)n(-c4cc(C)ccc4C)nnc3c12
#36 O=C(CSCc1ccc(Cl)cc1Cl)Nc1ccc(O)cc1C(=O)O
#37 COCC(=O)Nc1ccc2c(c1)OCC(=O)N2Cc1ccccc1F
#38 CC1(C)C=C(c2ccc(C(=O)O)s2)CC(C)(C)N1
#39 O=C(O)CN1C(=O)C(=O)N(Cc2ccc(Cl)c(Cl)c2)C1=O
#40 Cc1ccc(C(=O)Nc2nc(-c3nnn(-c4cccc(C(F)(F)F)c4)c3C)ns2)cc1
screen / no. | 31 | 32 | 33 | 34 | 35 | 36 | 37 | 38 | 39 | 40
TDP1 cell CPT | ? | 22% | -22% | -1% | -6% | 0% | -8% | -17% | -11% | 3.3µM*
N370S GC mod | 10% | -13% | -2% | 0% | / | 1% | -3% | 7% | -3% | /
FEN1 inhibitor | 1% | 13% | -2% | -10% | -3% | 1% | 1% | 10% | 14% | 4%

#41 CCOC(=O)C1=C(C)Nc2ncnn2C1c1cccnc1 (stereo unspecified)
#42 CCN(C(=O)c1cc(S(=O)(=O)N2CCc3ccccc32)cn1C)c1cccc(C)c1
#43 Cc1ccc2nc(NC(=O)C3CCN(C(=O)c4ccc(F)cc4)CC3)sc2c1
#44 Cc1cccc(C(=O)CC(=O)c2cc(Cl)ccc2O)c1
#45 COc1ccc(CCNC(=O)C(=O)NCC2OCCN2C(=O)c2ccc(Cl)cc2)cc1 (stereo unspecified)
#46 Cc1c(Cl)cccc1NC(=O)[C@@]1(CC(=O)O)CC(/C=C/c2ccccc2)=NO1
#47 CCCCNC(=O)C(C)N(CCN(C)C)C(=O)CCCN1C(=O)NC(c2ccc([N+](=O)[O-])cc2)C(C(=O)OCc2ccccc2)=C1C (stereo unspecified)
#48 O=C(CSc1nc2c(sc3ccccc32)c(=O)n1CCc1ccccc1)NCc1ccco1
#49 Cc1nn(CCC(=O)Nc2cccc(C#N)c2)c(C)c1S(=O)(=O)N1CCC(C)CC1
#50 CC(=O)c1cc2c(cc1N/C(=N/S(=O)(=O)c1ccc(C)cc1)c1ccc(Cl)cc1)OCO2
screen / no. | 41 | 42 | 43 | 44 | 45 | 46 | 47 | 48 | 49 | 50
TDP1 cell CPT | -14% | ? | ? | 3.3µM* | -12% | 3% | 18µM* | -27% | ? | ?
N370S GC mod | 5% | / | -4% | / | -5% | 2% | / | -1% | / | -10%
FEN1 inhibitor | -2% | 7% | 4% | -24% | -16% | 15% | -1% | -6% | 14% | 19%&-4%

#51 COc1ccc(C(=O)CCc2ccc(OC)c(OC)c2)cc1
#52 CSc1nnc(C)c(=O)n1COC(=O)/C=C/c1ccc2c(c1)OCO2
#53 COC(=O)c1sccc1NC(=O)CSc1ccccc1NS(=O)(=O)c1ccc(F)cc1
#54 O=C(COC(=O)Cc1n[nH]c(=O)c2ccccc12)Nc1c(Cl)cccc1C(F)(F)F
#55 CCOC(=O)c1ccc(NC(=O)CCc2c(C)nc3cc(-c4ccc(OC)cc4OC)nn3c2C)cc1
#56 COc1ccc(C(=O)N2CCCC(c3ccccc3)C2)cc1 (stereo unspecified)
#57 CSc1ccc(CNc2ccccn2)cc1
#58 CN(C)c1ccc(NC(=O)Cn2c(SCc3ccccc3F)nc3cccnc32)cc1
#59 COc1ccc(/C=C2\Oc3cc(OCC(=O)N4CCC(C(=O)O)CC4)ccc3C2=O)c(OC)c1OC
#60 Cc1nnc(NC(=O)C(c2ccccc2)c2ccccc2)s1
screen / no. | 51 | 52 | 53 | 54 | 55 | 56 | 57 | 58 | 59 | 60
TDP1 cell CPT | ? | -2% | -5% | -15% | 4% | -17% | -3% | ? | 1% | ?
N370S GC mod | / | -1% | 4% | -31% | / | -7% | ? | / | -11% | -1%
FEN1 inhibitor | -9% | -16% | 6% | 1% | 11% | -3% | -7% | 1% | -24% | 10%

#61 C#CCOCCOCCOCCNc1nc(N2CCN(C(=O)CCCCCCCCCCNC(=O)Cn3cc(CCCCCN)nn3)CC2)nc(N2CCN(C(=O)CCCCCCCCCCNC(=O)Cn3cc(C[C@@H](C)O)nn3)CC2)n1
#62 CCOC(=O)c1nn(-c2ccc(C)c(C)c2)c(=O)c(C#N)c1C
#63 CCn1c(C(=O)NCCCc2ccccc2)cc2sccc21
#64 COc1ccc(CNC(=O)Cn2ccc(NC(=O)OCc3ccccc3)nc2=O)cc1
#65 Cc1cccc(NC(=S)NC(=O)c2ccc(-c3ccccc3)cc2)n1
#66 Cc1c(Cl)cccc1NC(=O)CNC(=O)c1ccccc1F
#67 COc1ccc(NC(=O)CSc2nccn2C)cc1S(N)(=O)=O
#68 O=C(NC12CC3CC(CC(C3)C1)C2)c1cc(F)c(F)c(F)c1F
#69 CCC(=NCc1ccccc1)C1=C(O)C(C(=O)OC)C(C)(C)CC1=O (stereo unspecified)
#70 Cn1c(C2=C(O)CN(Cc3ccccc3)C2=N)[n+](C)c2ccccc21
screen / no. | 61 | 62 | 63 | 64 | 65 | 66 | 67 | 68 | 69 | 70
TDP1 cell CPT | ? | -11% | ? | ? | ? | -6% | 10% | ? | -13% | -8%
N370S GC mod | -13% | -12% | 6% | / | 2% | 1% | -2% | -10% | -8% | -2%
FEN1 inhibitor | 79µM* | -5% | 0% | -5% | -20% | -1% | -6% | -1% | 0% | 28%

Reformatted: 15 of the compounds above
Results follow in this order: TDP1 cell CPT, N370S GC mod, FEN1 inhibitor
(56) COc1ccc(C(=O)N2CCCC(c3ccccc3)C2)cc1 (stereo unspecified)
  -17%, -7%, -3%
(57) CSc1ccc(CNc2ccccn2)cc1
  -3%, ?, -7%
(58) CN(C)c1ccc(NC(=O)Cn2c(SCc3ccccc3F)nc3cccnc32)cc1
  ?, /, 1%
(59) COc1ccc(/C=C2\Oc3cc(OCC(=O)N4CCC(C(=O)O)CC4)ccc3C2=O)c(OC)c1OC
  1%, -11%, -24%
(60) Cc1nnc(NC(=O)C(c2ccccc2)c2ccccc2)s1
  ?, -1%, 10%
(61) C#CCOCCOCCOCCNc1nc(N2CCN(C(=O)CCCCCCCCCCNC(=O)Cn3cc(CCCCCN)nn3)CC2)nc(N2CCN(C(=O)CCCCCCCCCCNC(=O)Cn3cc(C[C@@H](C)O)nn3)CC2)n1
  ?, -13%, 79µM*
(62) CCOC(=O)c1nn(-c2ccc(C)c(C)c2)c(=O)c(C#N)c1C
  -11%, -12%, -5%
(63) CCn1c(C(=O)NCCCc2ccccc2)cc2sccc21
  ?, 6%, 0%
(64) COc1ccc(CNC(=O)Cn2ccc(NC(=O)OCc3ccccc3)nc2=O)cc1
  ?, /, -5%
(65) Cc1cccc(NC(=S)NC(=O)c2ccc(-c3ccccc3)cc2)n1
  ?, 2%, -20%
(66) Cc1c(Cl)cccc1NC(=O)CNC(=O)c1ccccc1F
  -6%, 1%, -1%
(67) COc1ccc(NC(=O)CSc2nccn2C)cc1S(N)(=O)=O
  10%, -2%, -6%
(68) O=C(NC12CC3CC(CC(C3)C1)C2)c1cc(F)c(F)c(F)c1F
  ?, -10%, -1%
(69) CCC(=NCc1ccccc1)C1=C(O)C(C(=O)OC)C(C)(C)CC1=O (stereo unspecified)
  -13%, -8%, 0%
(70) Cn1c(C2=C(O)CN(Cc3ccccc3)C2=N)[n+](C)c2ccccc21
  -8%, -2%, 28%

Further entries
#71 O=C(Nc1cccc(S(=O)(=O)N2CCCCCC2)c1)C1=COCCO1
#72 CC(=O)Nc1ccc(C(=O)Nc2cccc(S(=O)(=O)N(C)c3ccccc3)c2)cc1
#73 O=C(C[C@@H]1C/C=C\C[C@@H](Cc2ccc(F)cc2)C(=O)OC[C@H]2CCCN2C1=O)N[C@H](CO)Cc1ccccc1
#74 C/C(=N\NC(=O)c1cc(Cl)ccc1O)c1ccc(Br)s1
#75 O=C(O)c1cc(N/N=C/c2cccnc2)ccc1Cl
#76 CC(=O)Nc1ccc(S(=O)(=O)Oc2ccccc2N2CCCCC2)cc1
#77 CCOC(=O)CSc1nc(N2CCOCC2)c2c(c1C#N)CC(C(C)C)OC2 (stereo unspecified)
screen / no. | 71 | 72 | 73 | 74 | 75 | 76 | 77
TDP1 cell CPT | ? | 18µM* | ? | ? | 7% | ? | 4%
N370S GC mod | -4% | / | / | -1% | -11% | -4% | 2%
FEN1 inhibitor | 2% | 4% | -21% | -6% | -16% | -13% | 2%
